Source: PubChem BioAssay (several laboratories)
Dynein transport – dynein cargo transport inhibition; hit rate 0.47% among 220,000; z-score, hits read low; 3617.4 mouse cells, GR-EGFP nuclear translocation imaging; test concentration mostly 20 µM; stimulated with dexamethasone, 1 µM; stronger effect = lower value;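 active means plate z-score of nuclear minus cytoplasmic receptor signal below a set negative limit, without overly bright fluorescence or cell loss, cut at about -3.5 in these data, passing the limit was not always enough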;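 further: z-score of nuclear minus cytoplasmic ring GR-EGFP intensity difference per well; some compounds called inactive have numbers as strong as hits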
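Buffer or medium: tet-free, stripped-serum medium; reagent: dexamethasone at 1.0 µM final, 30 min; incubation: 48 h induction, 1 h compound, 30 min dex at 37 °C; measured by: formaldehyde fixation, Hoechst nuclear stain, 10x automated fluorescence imaging; read-out: nuclear-to-cytoplasmic GR-EGFP distribution per well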
Ins promoter up – MIN6 insulin promoter up-regulation. MIN6 insulin promoter-GFP reporter, high-content imaging; stronger effect = higher value. z-score at 5 µM. hit rate 0.3% among 190,000;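 active means z-score above 3 at 5 µM with at least 500 cells counted in the well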
bCat nuc transl – alters nuclear translocation of beta-catenin in HeLa cells | immunofluorescence imaging | nuclear translocation activity, % at 5 µM | hit rate 0.3% among 190,000 | AID 1665;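 active means nuclear translocation activity above 50% at 5 µM, with a well cell count of 50 or more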;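 further: per-cell ratio of nuclear to cytoplasmic median beta-catenin stain intensity; plate controls were DMSO negative control for no effect and GSK-3 inhibitor IX positive control for full effect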
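Read-out: Nuclear/cytoplasmic beta-catenin signal ratio, % activation | Assay system: Human HeLa cell line | Times: 24 h compound exposure at 37°C, 5% CO2 | Signal: Fluorescence imaging of beta-catenin antibody stain plus DAPI | Dosing: 5 µM primary, 0.02–20 µM confirmation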
Autophagy mod – modulators of autophagy. MEF GFP-LC3 puncta imaging; test concentration mostly 10 µM. calls only at 10 µM (by protocol). hit rate 0.98% among 190,000;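 active means percentage of spot-positive cells more than 3 SD above its plate mean, without a fluorescence outlier flag or 80% toxicity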;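 further: spot-positive cell cutoff set from DMSO-treated cells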
P. falciparum M1AAP – P. falciparum M1AAP inhibitors, biochemical, fluorogenic H-Leu-NHMec substrate, 1536-well (AID 1445); recombinant M1AAP, H-Leu-NHMec fluorogenic kinetic assay; higher % means a stronger effect; inhibition, % at 30 µM; hits with a dose series show IC50 in µM; hit rate 0.42% among 220,000;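 active means primary inhibition above the hit cutoff, then over 50% inhibition at one or more dose response concentrations, cut at about 23% in these data, passing the limit was not always enough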;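 further: plate controls were DMSO full reaction for no effect and no enzyme background for full effect; strong numbers were not always called active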
MT stabilize HCS – microtubule stabilizers in HeLa cells; AID 2205; HeLa tubulin immunostaining HCS, 24 h; share of cells brighter than vehicle mean+2SD; hit rate 0.83% among 200,000; % tubulin-high responders, % at 10 µM;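 active means plate Z-score above 3 for both tubulin-high and condensed-nucleus cell shares, with cell loss under 80%, at 10 µM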;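 further: anti alpha tubulin signal scored within the nucleus-defined area of each cell; some results filed as inactive read as strong as hits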
UTI89 phage lysis – protection from phage-mediated lysis, alamar blue read-out – E. coli UTI89, K1F phage, bacterial capsule biogenesis inhibitors (AID 488966) | E. coli UTI89 K1F phage lysis, alamar blue, 2 h; higher % means a stronger effect | inhibition, % at 100 µM; hits with a dose series show IC50 in µM | hit rate 0.02% among 340,000;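 active means phage lysis inhibition, versus mean bacterial control, above a set limit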;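 further: capsule biogenesis inhibitors block K1F phage lysis so surviving cells raise fluorescence; higher fluorescence means more inhibition of phage lysis; actives were called in the ten point dose series up to 300 µM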
ER stress rescue – rescue of cells from ER stress-induced death, primary screen, 384-well, CSM14.1, thapsigargin, ATP luminescence (AID 1222); CSM14.1 thapsigargin-induced death rescue, ATP luminescence; higher % means a stronger effect; cellular ATP content (survival), % at 20 µM, or EC50 in µM where a hit was titrated; 190,000 tested, under 10 active;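 active means EC50 below 50 µM in the dose-response confirmation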;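 further: death triggered by thapsigargin at about 15 µM added after 2 h compound pretreatment; cell ATP read after overnight thapsigargin exposure of roughly 18 to 22 hours; normalized against plate controls of thapsigargin alone and 5% DMSO vehicle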
M17LAP inhibition – P. falciparum M17LAP inhibitors, primary screen, biochemical, fluorogenic H-Leu-NHMec substrate, 1536-well (AID 1619). recombinant M17LAP, H-Leu-NHMec fluorogenic kinetic assay; higher % means a stronger effect. one-dose inhibition, % at 30 µM; IC50 in µM for titrated hits. hit rate 0.38% among 220,000;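 active means compound inhibiting the enzyme by more than half at any dose during confirmatory dose-response retesting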;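 further: plate controls were full reaction with DMSO carrier for no effect and no enzyme background for full effect; strong numbers were not always called active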
Dynein transport cytoplasmic EGFP – also measured in Dynein transport; calls as there; z-score; measured here: cytoplasmic GR-EGFP intensity; stronger effect = higher value
Dynein transport nuclear GR-EGFP – also measured in Dynein transport; calls as there; z-score; measured here: nuclear GR-EGFP intensity;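 lower value marks the stronger effect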
Dynein transport cell count – recorded beside Dynein transport, whose call it bears; z-score; measured here: cell count per field
Ins promoter up cell count – recorded beside Ins promoter up, whose call it bears; cell count; measured here: cytotoxicity, nuclei count;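 total cells summed across four imaged fields per well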
bCat nuc transl cell count 5 µM – also measured in bCat nuc transl; calls as there; cell count; measured here: cell count, cytotoxicity flag
MT stabilize HCS Hoechst-high % – further read-out of MT stabilize HCS, marked with its call; % Hoechst-high responders; measured here: nuclear condensation Hoechst responders;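 share of cells brighter than vehicle mean plus two SD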
MT stabilize HCS cytotoxicity % – second read-out of MT stabilize HCS, no call of its own (marks repeat the call); toxicity, %; measured here: cytotoxicity by cell density;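 0% = mean cell density of plate MIN control wells and 100% = no cells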
Autophagy mod cell loss 18 h – second read-out of Autophagy mod, no call of its own (marks repeat the call); toxicity, %; measured here: cell loss, nuclei count;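 cell loss after 18 h compound exposure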
An asterisk follows results filed as active; i = inactive; · = no result given; [ ] = dose if it differs, or a comment.

SMILES	Dynein transport	Dynein transport cytoplasmic EGFP	Dynein transport nuclear GR-EGFP	Dynein transport cell count	Ins promoter up	Ins promoter up cell count	bCat nuc transl	bCat nuc transl cell count 5 µM	Autophagy mod	Autophagy mod cell loss 18 h	P. falciparum M1AAP	MT stabilize HCS	MT stabilize HCS Hoechst-high %	MT stabilize HCS cytotoxicity %	UTI89 phage lysis	ER stress rescue	M17LAP inhibition
O=C(Nc1ccc(Cl)cc1)N1CCCC1	-0.88	-0.24	-0.009	0.71	0.87	1248	·	·	i	0	-8%	2.7	1.4	7.6	-0.1%	-2.2%	3%
CN1N=C2c3ccccc3CCC2C1c1ccc(Cl)cc1 (stereo unspecified)	-1.5	0.026	-0.71	1.1	-0.46	1427	0.0	1014	·	·	1%	·	·	·	0.6%	·	-12%
Nc1c(C(=O)Nn2cnnc2)cc([N+](=O)[O-])cc1[N+](=O)[O-]	0.23	-0.13	0.28	-0.6	-0.01	1481	-1.4	1126	i	12	5%	4.1	2.8	12	·	-0.9%	22%
COc1ccc(NC(=O)Nc2ccccc2C(N)=O)cc1OC	-0.67	-0.15	0.034	0.32	0.98	1688	-1.6	1027	i	5	1%	2.2	2.7	18	2.5%	-3.5%	-9%
CCN(CCNC(=O)C1CCN(S(=O)(=O)CC)CC1)c1ccccc1	0.41	-0.23	0.21	0.14	0.75	1713	0.2	1075	i	-9	1%	3.8	3.5	4.4	2.7%	-1.7%	6%
COCCn1c(-c2ccc(OC)c(OC)c2)nc2ccccc21	0.65	-0.23	0.17	-0.23	-0.5	1749	-1.0	1098	i	4	0%	3.6	2.0	5.5	0.5%	-2.6%	8%
O=C(NCc1cn2ccsc2n1)c1cccs1	-0.46	-0.24	-0.093	0.34	0.19	913	·	·	i	-3	3%	1.7	3.3	9.4	3.6%	-0.6%	-3%
O=S(=O)(NCc1ccc2c(c1)OCO2)c1ccc2c(c1)oc1ccccc12	-1.2	-0.26	-0.58	0.86	0.36	1240	-3.9	1229	i	-9	1%	3.9	2.3	7.2	0.4%[50 µM]	4.9%	0%
CSCCC(NC(=O)C1CC1)c1nc2ccccc2[nH]1 (stereo unspecified)	-0.84	-0.22	-0.48	1.2	-0.15	1352	-4.1	936	i	-10	-6%	2.2	1.4	2.5	11%	1.6%	-13%
Cc1cccc(NC(=O)CN2C(=S)NC(C)(C)CC2C)c1 (stereo unspecified)	1.3	-0.19	1	-1.5	-0.63	1399	1.2	1065	i	-16	-5%	4.1	1.9	2.3	0.4%	1.9%	1%
Cc1cc(-c2nnc(SCC(=O)c3ccc(Cl)cc3)o2)no1	0.31	-0.16	0.3	0.098	0.35	1308	0.5	883	i	-13	3%	2.2	2.5	13	0.2%	-0.6%	8%
CCOC(=O)N1CCC(NC(=O)CCCC(=O)O)CC1	0.36	-0.2	0.19	-0.0057	0.13	1116	1.6	1354	·	·	0%	·	·	·	·	·	-3%
COc1ccc(/C=C/C(=O)Nc2cc(C(F)(F)F)ccc2Cl)cc1	-0.29	-0.068	0.16	0.28	-0.24	1416	0.3	1353	i	18	7%	2.0	1.1	5.9	-1.8%	-2.0%	8%
O=C(CSc1ccccc1Cl)NC1CCCc2ccccc21 (stereo unspecified)	-0.053	-0.22	-0.14	0.25	-0.52	1556	-2.1	1083	i	6	5%	2.3	3.7	4.8	0.6%[50 µM]	-1.8%	-3%
CCCCOC(=O)c1[nH]c(C)c(C(=O)OC)c1C	-0.88	-0.14	-0.097	0.37	0.63	1105	0.4	1149	i	6	2%	1.9	3.1	8.5	0.0%	-0.4%	3%
CS(=O)(=O)N(CC(=O)NCc1ccco1)c1ccc2c(c1)OCO2	-0.22	-0.0061	-0.22	0.7	·	·	·	·	i	3	6%	4.6	3.2	6.8	4.7%	-3.0%	-8%
N#CC1=C(N)S[C@H](C(=O)C23CC4CC(CC(C4)C2)C3)[C@H]1c1ccncc1	2.3	-0.23	1.3	-1.5	-0.1	981	2.1	861	i	3	7%	3.0	1.4	6.2	0.0%	·	1%
CC(C)OC(=O)CSc1nnc(-c2ccccc2)n1N	1	-0.29	0.52	1	·	·	-2.0	1172	i	-1	12%	4.1	2.7	6.4	0.3%	-1.0%	-7%
CCCOc1ccc(/C=N/Nc2ccccc2[N+](=O)[O-])c(O)c1	0.19	-0.22	-0.14	-1.1	-0.07	1235	1.0	926	i	-7	1%	3.8	1.7	4.5	0.8%	-1.3%	2%
COc1ccc(OCC(=O)N/N=C(\C)c2ccc(OC)cc2)cc1	-0.058	-0.22	-0.045	-0.57	-0.25	1377	-2.2	1067	i	1	4%	6.3	1.7	12	0.2%	-1.4%	1%
O=c1c2ccccc2nc2n1C(CSc1ccc(F)cc1)CN2 (stereo unspecified)	-1.3	-0.34	-0.35	0.84	·	·	·	·	i	-29	-4%	2.3	2.1	8.2	1.3%[50 µM]	-0.2%	-1%
CC1Cc2ccccc2N1C(=O)CSc1nc2cc3c(cc2cc1C#N)OCO3 (stereo unspecified)	-0.83	-0.19	-0.29	0.44	-1.1	857	-4.4	853	i	-13	2%	2.3	2.7	13	-0.5%	-1.5%	-4%
Cc1ccc(Cc2cnc(NC(=O)C3=NCCN3)s2)cc1	-0.027	-0.015	0.23	0.88	0.27	1531	5.5	966	i	0	-8%	3.8	1.5	7.7	·	1.7%	-4%
N#Cc1ccc(C23CC4(C2)[C@H](CN(Cc2ccc(-c5ccccc5)cc2)[C@@H]4c2ccccc2)C3c2ccccc2)cc1 (stereo partly specified)	-0.89	-0.4	-0.43	0.042	-0.49	1087	-0.6	1377	·	·	8%	·	·	·	-0.1%	·	-6%
CCCCCn1c(CCC(=O)Oc2ccccc2OC)nc2c1c(=O)[nH]c(=O)n2CCCC	-0.46	-0.2	-0.28	-0.061	·	·	·	·	i	-3	5%	2.4	2.5	9.0	0.0%	-0.1%	7%
CC(C)Cc1oc(C(=O)O)cc1CN	-1.1	0.22	-0.3	0.86	0.43	985	-4.1	969	i	-1	6%	1.4	1.8	8.0	0.4%	-3.9%	6%
CN(C)c1oc(/C=C/c2ccccc2)nc1C#N	0.92	-0.019	0.58	-1.6	·	·	-0.8	989	i	4	24µM*	6.9	2.0	2.5	6.2%	3.6%	-58%
CC(c1ccccc1)N1C(=O)c2ccccc2C1(O)Cc1ccccc1 (stereo unspecified)	-0.73	-0.34	-0.62	2.2	0.13	1416	-0.2	1512	i	-10	3%	2.2	2.4	7.8	-0.9%	-0.6%	14%
O=C(NCC1CCCO1)c1cc(-c2ccccc2)nc2ccccc12 (stereo unspecified)	0.068	-0.24	0.081	0.63	0.06	1384	-2.0	1120	·	·	-1%	·	·	·	2.7%	·	-2%
COc1ccc(C2C(Oc3ccccc3)C(=O)N2c2ccc(C)c(C)c2)cc1OC (stereo unspecified)	0.77	-0.22	0.08	-0.36	·	·	·	·	i	29	·	4.8	1.6	6.8	1.9%	·	·
CC1(C)N=C(/C=N/O)C=[N+]1[O-]	-0.41	-0.16	-0.4	0.92	1	1207	0.5	1108	i	26	9%	2.1	1.7	3.2	0.2%	-1.6%	-3%
CCN(c1ccccc1)c1nc(=O)c2cccnc2s1	-0.18	-0.21	0.4	0.27	-0.18	1429	0.8	981	i	14	·	2.6	2.7	8.6	0.0%	14%	·
CCOc1ccc(NC2OC(CO)C(O)C(O)C2O)c([N+](=O)[O-])c1 (stereo unspecified)	-0.93	-0.33	-0.53	1.4	-0.31	1275	-2.3	1108	i	-1	3%	6.3	1.7	3.8	-1.6%	0.1%	3%
CCOC(=O)c1sc(N(Cc2ccccc2)C(=O)CSc2nnc(C3CC3)n2N)nc1C	-0.32	-0.18	0.048	0.57	-0.14	1106	-3.5	923	i	5	-3%	3.5	1.7	4.0	-0.1%	·	4%
COCCN=C1NN=C(c2cc(C)n(CC3CCCO3)c2C)CS1 (stereo unspecified)	0.98	0.69	0.92	-1.1	-0.18	1579	-2.4	1132	i	-11	-1%	2.6	2.2	13	-0.7%	-0.2%	12%
COCCCN1C(=O)C(=O)/C(=C(/O)c2ccc(OC)cc2)C12C(=O)N(C)c1ccccc12 (stereo unspecified)	-1.3	-0.31	-0.23	0.55	0.32	1025	-1.6	1046	i	-4	12%	4.9	3.5	21	-1.2%	1.7%	19%
CC(/C=N/n1c(-c2ccccn2)n[nH]c1=S)=C\c1ccccc1	-0.93	-0.26	-0.43	0.52	-0.34	1011	1.1	1295	·	·	1%	·	·	·	·	·	6%
O=C(C1=C[C@@H](c2csc3ccccc23)C[C@@H](OCCCCO)O1)N1CCN(Cc2ccc3c(c2)OCO3)CC1	-0.43	-0.33	0.093	0.15	0.21	1374	0.2	1132	i	-9	1%	4.9	2.0	11	0.5%	0.4%	-3%
O=C1CC(c2cccc([N+](=O)[O-])c2)c2ccc3ccccc3c2N1 (stereo unspecified)	-0.4	-0.22	0.48	0.71	-0.87	1392	0.9	1350	i	-22	4%	4.3	3.3	7.1	1.6%[50 µM]	-1.1%	-8%
